# mIDH1 inhibitor: qHTS for Inhibitors of mutant isocitrate dehydrogenase 1 (IDH1): qHTS; Isocitrate dehydrogenase [NADP] cytoplasmic (Homo sapiens), O75874; IDH1-R132H enzyme, NADPH consumption, diaphorase/resazurin fluorescence; Potency, µM (top dose mostly 76.6 µM), without a hit: top-dose activity change, negative = inhibition, most hits filed as inhibitors; 0.093% of 390,000 active; AID 602179, 2012; also: % is scaled to controls: 0 for no effect and ±100 for the full control effect; nearly all actives have a fitted effect of over 65% in size
#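 IDH1-R132H (0.5 ug/mL dispensed) in pH 7.5 Tris buffer was preincubated 30 min with compound, then given a substrate mix of 0.016 mM NADPH and 2 mM alpha-KG for 80 min at room temperature; remaining NADPH was read by diaphorase/resazurin fluorescence.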
# Vif-APOBEC3G blk: qHTS for Inhibitors of Vif-A3G Interactions: qHTS; DNA dC->dU-editing enzyme APOBEC-3G (Homo sapiens), Q9HC16; HeLa A3G-eYFP + Vif (tagged APOBEC3G with the HIV-1 protein that degrades it), YFP fluorescence, overnight; Potency, µM (series often up to 46.1 µM), without a hit: at the top dose activity, negative = active, usual class: inhibitors; 0.076% of 410,000 active; AID 602310, 2012;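 also: % is scaled to controls: 0 for no effect and ±100 for the full control effect; nearly all actives have a fitted effect of over 60% in size; hits raise eYFP signal because A3G escapes Vif-driven loss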
#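 HeLa cells stably expressing Vif and C-terminally eYFP-tagged A3G, seeded overnight at 37 deg C, then exposed to compound by pintool overnight at 37 deg C. Rise in yellow fluorescence (Ex 488/Em 500-530, Acumen) marks blocked Vif-driven A3G degradation.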
# RXFP1 ag: qHTS Assay for Agonists of the Relaxin Receptor RXFP1; Relaxin receptor 1 (Homo sapiens), Q9HBX9; 0.3% of 370,000 active; Potency, µM (series often up to 57.5 µM), for inactives: top-dose activation, usual class: activators; HEK293T-RXFP1 cAMP TR-FRET, 30 min; response scale: percent of porcine relaxin response, buffer zero; also: % is scaled to controls: 0 for no effect and ±100 for the full control effect; nearly all actives have a fitted effect of over 60% in size; many of its hits are not listed in these tables
#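 cAMP rise read by TR-FRET after 30 min, 37C compound exposure (up to 58 uM) in RXFP1-transfected HEK293 cells with Ro 20174 present. EC50 from Hill-equation fits, with 29 nM porcine relaxin as 100% and buffer as basal.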
# 12-LOX inh: Primary qHTS assay for inhibitors of human arachidonate 12S-lipoxygenase (ALOX12): Round 2. Polyunsaturated fatty acid lipoxygenase ALOX12 (Homo sapiens), P18054. 1.1% of 580,000 active. Potency, µM (doses to about 108 µM), for the others: at the top dose activity change, negative = inhibition, actives largely listed as inhibitors. purified 12hLO, xylenol orange hydroperoxide absorbance; also: % is scaled to controls: 0 for no effect and ±100 for the full control effect
#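 Hydroperoxide product was detected by ferrous iron/xylenol orange as the 573 to 405 nm absorbance ratio. Arachidonic acid at 40 uM (final) was turned over for 30 min at room temperature by 150 nM human 12hLO, pH 7.0 Hepes buffer, after 15 min compound preincubation.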
# RGS4 inhibitor: Inhibitors of Regulator of G Protein Signaling (RGS) 4: qHTS; Potency, µM (highest dose often 114 µM), for the others: at the highest dose activity change, negative = inhibition, hits mostly inhibitors; AID 504845, 2011; Regulator of G-protein signaling 4 (Homo sapiens), P49798; 0.039% of 390,000 active; Transcreener GDP fluorescence polarization, RGS4-accelerated GTP hydrolysis; also: % is scaled to controls: 0 for no effect and ±100 for the full control effect; nearly all actives have a fitted effect of over 75% in size; some results filed as inactive show a strong effect at the top dose
# Target sequence (P49798 whole entry, looked up): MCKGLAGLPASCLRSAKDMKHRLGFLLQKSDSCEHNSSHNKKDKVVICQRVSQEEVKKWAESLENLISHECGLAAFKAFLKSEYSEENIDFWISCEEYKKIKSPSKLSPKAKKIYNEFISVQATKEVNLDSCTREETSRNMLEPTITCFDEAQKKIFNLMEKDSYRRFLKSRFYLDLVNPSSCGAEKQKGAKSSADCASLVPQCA
#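 MLSMR compounds (23 nl, pin-transferred) preincubated 10 min at room temperature with a 500nM (2x) first reagent, then RGS4 at 900nM (2x) plus Transcreener GDP mix added; fluorescence polarization (620/688 nm) read before and after 90 min at 30 °C.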
# TrxR1 inh: qHTS Assay for Inhibitors of Mammalian Selenoprotein Thioredoxin Reductase 1 (TrxR1): qHTS. recombinant rTrxR1, NADPH fluorescence consumption, selenite substrate. AID 588453, 2011. Thioredoxin reductase 1, cytoplasmic (Rattus norvegicus), O89049. Potency, µM (top dose mostly 114 µM), for inactives: at the top dose activity change, negative = inhibition, hits mostly inhibitors. 1% of 390,000 active; also: % is scaled to controls: 0 for no effect and ±100 for the full control effect; nearly all actives have a fitted effect of over 65% in size
#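 Rat TrxR1 (90 nM in the dispensed reagent) was pre-reduced with 400 uM NADPH for 5 min at room temperature, then incubated with compound for 15 min. After 400 uM selenite was added, NADPH fluorescence (Ex 340/Em 450 nm) was followed for 8 min.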
# USP1 inh: Inhibitors of USP1/UAF1: Primary Screen. Potency, µM (titrated, usually from 57.1 µM), inactives show top-dose activity change, negative = inhibition, actives largely listed as inhibitors. recombinant USP1/UAF1, Ub-Rhodamine cleavage fluorescence. Ubiquitin carboxyl-terminal hydrolase 1 (Homo sapiens), O94782. 0.23% of 390,000 active; also: % is scaled to controls: 0 for no effect and ±100 for the full control effect; nearly all actives have a fitted effect of over 60% in size; inactives centre near -12
# Target sequence (O94782 whole entry, looked up): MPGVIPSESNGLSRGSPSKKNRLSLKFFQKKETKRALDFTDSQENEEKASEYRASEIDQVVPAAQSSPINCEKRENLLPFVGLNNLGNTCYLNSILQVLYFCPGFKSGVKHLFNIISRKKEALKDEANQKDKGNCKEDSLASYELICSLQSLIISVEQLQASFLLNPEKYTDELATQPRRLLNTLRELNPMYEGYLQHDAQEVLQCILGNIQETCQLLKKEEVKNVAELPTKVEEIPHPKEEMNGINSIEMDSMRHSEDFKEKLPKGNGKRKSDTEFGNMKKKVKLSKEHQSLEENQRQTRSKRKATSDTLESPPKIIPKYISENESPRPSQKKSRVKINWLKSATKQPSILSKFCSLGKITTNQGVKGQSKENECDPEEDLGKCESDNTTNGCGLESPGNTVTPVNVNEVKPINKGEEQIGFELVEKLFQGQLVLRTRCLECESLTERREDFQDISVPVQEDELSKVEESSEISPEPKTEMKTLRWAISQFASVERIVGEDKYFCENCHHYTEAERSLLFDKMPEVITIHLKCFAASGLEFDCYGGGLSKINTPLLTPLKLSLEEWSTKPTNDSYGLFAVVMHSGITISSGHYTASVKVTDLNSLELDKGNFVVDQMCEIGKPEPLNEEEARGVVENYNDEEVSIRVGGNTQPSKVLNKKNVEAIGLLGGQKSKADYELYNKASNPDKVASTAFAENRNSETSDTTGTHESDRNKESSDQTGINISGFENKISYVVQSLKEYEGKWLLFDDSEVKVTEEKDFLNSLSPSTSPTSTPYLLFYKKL
#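 High-throughput fluorogenic screen: 1nM USP1/UAF1 complex, Ub-Rho substrate 150nM final, 50mM HEPES pH 7.8 with 0.5mM EDTA, 0.1 mg/ml BSA, 1mM TCEP and 0.01% Tween-20.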
# TrxR1 substrate: qHTS Assay for Substrates of Mammalian Selenoprotein Thioredoxin Reductase 1 (TrxR1): qHTS; Potency, µM (series often up to 114 µM), inactives show top-dose activity change, negative = substrate turnover; Thioredoxin reductase 1, cytoplasmic (Rattus norvegicus), O89049; 0.01% of 390,000 active; purified TrxR1 substrate turnover, NADPH consumption readout; also: % is scaled to controls: 0 for no effect and ±100 for the full control effect; nearly all actives have a fitted effect of over 50% in size
#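 Rat TrxR1, dispensed at 90 nM, was prereduced with 400 uM NADPH (final) for 5 min at ~22 deg C, then incubated with compound 15 min before 400 uM selenite. A first-read NADPH fluorescence drop versus no-compound background flagged substrates.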
# Vif-A3F inh: qHTS for Inhibitors of Vif-A3F Interactions: qHTS | HeLa A3F-eYFP + Vif (tagged APOBEC3F with the HIV-1 protein that degrades it), YFP fluorescence increase | Potency, µM (titrated, usually from 46.1 µM), inactives show at the highest dose activity, negative = active | 0.2% of 390,000 active; also: % of control where 0% means no effect; nearly all actives have a fitted effect of over 65% in size
#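 HeLa cells stably expressing A3F-eYFP plus Vif, plated and incubated overnight at 37 deg C, then exposed to compounds overnight at 37 deg C. Blocked degradation read as raised yellow fluorescence (Ex 488/Em 500-530).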
# The depositor's hits bear a star; u = inconclusive; x = not tested or not shown; & = joins results of further samples; [ ] = remark or other dose. Calls follow the shape of the dose curve; as a rule, active = well fitted curve in the direction sought with a large enough effect; inconclusive = small, poorly fitted or top-dose-only effect, or another doubt; inactive = no such curve, though single readings can be large; an effect the other way counts as inactive or inconclusive. Potency is read from the fitted curve at half-maximal effect. An excerpt; count on the stated rates, not on these rows.
SMILES,mIDH1 inhibitor,Vif-APOBEC3G blk,RXFP1 ag,12-LOX inh,RGS4 inhibitor,TrxR1 inh,USP1 inh,TrxR1 substrate,Vif-A3F inh
Cc1cc(C)nc(NC2=NCC(=O)N2c2cc(Cl)cc(Cl)c2)n1,-2%,1%,3.0%,u,18%,13%,-7%,8%,-8%
Cc1ccc(C(=O)Nc2cnc3ccccc3c2)cc1,10%,0%,-0.5%,-39%,-46%,-14%,-15%,-11%,1%
Oc1ccc(-c2cn3c(n2)SCC3)cc1O,3%,-5%,-3.7%,u,u,u,-11%,3%,2%
CCOc1ccccc1NC(=O)N1CCCC(c2nc3c(nnn3Cc3ccc(C)cc3)c(=O)[nH]2)C1 (stereo not given),-2%,1%,4.1%,-19%,-25%,-7%[57.1 µM],-19%,-6%[57.1 µM],1%
Cc1c(Cl)cccc1NC(=S)NC(=O)c1ccccc1,-4%,0%,x,u,x,x,-26%,x,-16%
COc1ccc(C(=O)NCCN2CCN(C(=O)c3ccc(OC)cc3)CC2)cc1,1%,-2%,2.2%,0%,-5%,0%,-11%,-8%,-6%
CCOc1ccccc1CN1CCCC(CNC(=O)Cc2ccc(OC)cc2)C1 (stereo not given),4%,2%,1.5%,0%,31%,-1%,-6%,-6%,-7%
Cc1ccc(S(=O)(=O)CCc2nnc(NC(=O)c3cccs3)s2)cc1,4%,1%,2.4%,0%,-19%,-14%,-16%,-14%,-8%
CNC(=O)Cc1csc2ccc(Cl)cc12,3%,-5%,-2.5%,-6%,-24%,22%[57.1 µM],-4%,5%[57.1 µM],-6%
CCCCOCC1CC(CC#CCN2CCCCC2)C(=O)O1 (stereo not given),8%,-7%,0.1%,-19%,-3%,5%,-1%,2%,-2%

# Part of the list above in order of length of the SMILES, largest number first:
SMILES,mIDH1 inhibitor,Vif-APOBEC3G blk,RXFP1 ag,12-LOX inh,RGS4 inhibitor,TrxR1 inh,USP1 inh,TrxR1 substrate,Vif-A3F inh
CCOc1ccccc1NC(=O)N1CCCC(c2nc3c(nnn3Cc3ccc(C)cc3)c(=O)[nH]2)C1 (stereo not given),-2%,1%,4.1%,-19%,-25%,-7%[57.1 µM],-19%,-6%[57.1 µM],1%
COc1ccc(C(=O)NCCN2CCN(C(=O)c3ccc(OC)cc3)CC2)cc1,1%,-2%,2.2%,0%,-5%,0%,-11%,-8%,-6%
Cc1cc(C)nc(NC2=NCC(=O)N2c2cc(Cl)cc(Cl)c2)n1,-2%,1%,3.0%,u,18%,13%,-7%,8%,-8%
CCOc1ccccc1CN1CCCC(CNC(=O)Cc2ccc(OC)cc2)C1 (stereo not given),4%,2%,1.5%,0%,31%,-1%,-6%,-6%,-7%
Cc1c(Cl)cccc1NC(=S)NC(=O)c1ccccc1,-4%,0%,x,u,x,x,-26%,x,-16%
CCCCOCC1CC(CC#CCN2CCCCC2)C(=O)O1 (stereo not given),8%,-7%,0.1%,-19%,-3%,5%,-1%,2%,-2%
Oc1ccc(-c2cn3c(n2)SCC3)cc1O,3%,-5%,-3.7%,u,u,u,-11%,3%,2%
CNC(=O)Cc1csc2ccc(Cl)cc12,3%,-5%,-2.5%,-6%,-24%,22%[57.1 µM],-4%,5%[57.1 µM],-6%

# More records:
SMILES,mIDH1 inhibitor,Vif-APOBEC3G blk,RXFP1 ag,12-LOX inh,RGS4 inhibitor,TrxR1 inh,USP1 inh,TrxR1 substrate,Vif-A3F inh
CCN(CC)CC(=O)NCC1(c2ccccc2)CCCC1,-2%,1%,2.7%,0%,-6%,13%[57.1 µM],-6%,1%,-1%
CCC(C)NC(=O)c1ccc2c(SCC(=O)O)c3c(nc2c1)CCCC3 (stereo not given),6%,-1%,5.7%,-13%,-6%,5%,-23%,0%,7%
CN=C1N(C)C[C@@H]2[C@@H]3C(=O)N(C)C(=O)[C@@H]3[C@](C)(C(=O)OC)N12,4%[38.3 µM],3%,x,-24%,-22%,6%,-21%,11%,-4%
COc1cccc(/C=C2\SC(=S)N(NC(=O)c3ccncc3)C2=O)c1,4%,1%,1.4%,u,-28%,5%,-6%,-9%,-7%
Cc1cc(N2CCCC2)ccc1/C=C1/C(=O)N(C)C(=S)N1C,0%,u,2.1%,4%,-15%,11%,u,0%,11µM*
COc1ccccc1C(=O)Nc1ccc(Oc2nnc(-c3ccc(C)cc3)c3ccccc23)cc1,7%,0%,2.3%,-11%,-7%,-14%,-13%,-12%,3%
c1cncc(CNc2ncnc3sccc23)c1,-9%,-7%,7.4%,1%,7%,22%,-24%,7%,-27%
C=C(C)CN(CC)C(=O)c1ccc(OC2CCN(S(=O)(=O)N(C)C)CC2)cc1,19%,-1%,-1.8%,3%,11%,20%,-17%,0%,1%
CC12CN3CCN(CC(C3)/C1=N/NC(=O)Nc1ccccc1)C2,2%,0%,-0.6%,-1%,11%,13%[57.1 µM],1%,6%,-24%
Cc1ccc(Cl)cc1N1CCN(C(=O)CCn2c(=O)c3cccn3c3cccnc32)CC1,-3%,-12%,u,-12%,6%,26%,u,10%,9%
COc1ccc(NC(=O)NCCCN2CCCC2=O)cc1,-13%,0%,1.3%,476%[activator],-10%,15%,-16%,-1%,-1%
CC(C)(C)/C(O)=C/c1nc2ccccc2[nH]c1=O,3%,-14%,2.9%,u,-1%,5%[57.1 µM],-12%,3%[57.1 µM],u
CCN(CC)CCOc1ccccc1OC,5%,-4%,3.0%,u,-22%,-10%,-18%,-8%,-4%
O=C(COC(=O)/C=C/c1ccc2c(c1)OCO2)NCc1ccccc1,24%,0%,-0.3%,4%,-15%,-1%,-19%,28%,-15%
O=C(COC(=O)c1ccc(S(=O)(=O)N2CCCC2)cc1)Nc1cccc(Br)c1,1%,-3%,3.8%,99%[activator],15%,12%,-13%,-3%,-3%
Cn1cc(CC(=O)N2CCN(c3ccccc3F)CC2)c2ccccc21,17%,1%,0.2%,-23%,1%,1%,-13%,2%,-1%
CCN(CC)C(=O)c1cc2c(=O)n3cccc(C)c3nc2s1,5%,0%,25%,u,4%,8%[57.1 µM],-20%,41%[activator][57.1 µM],4%
CCCCn1c(-c2ccco2)n[nH]c1=S,5%,-1%,-0.9%,u,u,-19%,-2%,10%,-8%
CCOc1ccc(CNC(=O)Cn2c(=O)c3cccn3c3ccccc32)cc1,-5%&15%,-2%&0%,-2.6%&-0.1%,u,17%[11.4 µM],27%&13%,-13%&-21%,7%&-2%,-12%&-4%
CCOc1cc(C(=O)Nc2ccc3nc(N4CCN(C)CC4)cc(C)c3c2)cc(OCC)c1OCC,-7%,-3%,-0.1%,-22%,-27%,-5%,-6%,6%,u
CCOC1=CC(=O)N(Cc2ccccc2)C1,10%,-1%,x,-12%,-15%,23%,-21%,9%,-3%
c1ccc(COc2nsnc2N2CCOCC2)cc1,-3%,1%,0.4%,-25%,u,27%,-12%,-3%,-4%
CCNc1cccc2c1C(=O)N(C)C2=O,1%,0%,1.2%,2%[57.4 µM],19%,1%,16µM*,6%,-2%
COc1cccc(N2CCN(C(=O)CCc3nnc4ccc(N5CCOCC5)nn34)CC2)c1,5%,3%,15%,5%,-10%[56.9 µM],38%[activator][57.1 µM],-15%,-2%[57.1 µM],2%
Cc1cc(C)nc(SCc2ccc(Cl)cc2)n1,13%,0%,2.6%,0%,-11%,9%[57.1 µM],-4%,5%[57.1 µM],6%
Cc1cccc(-c2n[nH]c(=S)n2/N=C/c2cccs2)c1,6%,0%,0.8%,u,-37%,-10%,-22%,5%,0%
CCCC(=O)c1ccc(N2CCN(C(=O)c3ccccc3)CC2)c(F)c1,11%,0%,-0.5%,0%,-29%,13%,-21%,-7%[57.1 µM],-1%
CSCC[C@@H](C(=O)Nc1cccc(F)c1)N1Cc2ccccc2C1=O,1%,3%,0.7%,-2%,-1%,21%,-21%,2%,1%
CC(=O)c1c(C)n(-c2ccc(Cl)cc2)c2ccc(OC(=O)COc3ccccc3)cc12,0%,5%,2.7%,-2%,-11%,-2%,11%,4%,1%
CC(NC(=O)/C(C#N)=C/c1ccc([N+](=O)[O-])o1)c1ccccc1 (stereo not given),-25%,22µM*,-0.3%,u,u,7.9µM*,-10%,-8%,11µM*

# High-throughput results deposited in PubChem by National Center for Advancing Translational Sciences (NCATS).
